Screens from PubChem BioAssay.
All columns: NCI-60 one-dose screen, growth in % after 48 h at 10 µM unless noted; 100 = growth as untreated, 0 = no growth, -100 = all killed.
OVCAR-8 – OVCAR-8 ovarian cancer. actives 4.4% (n = 81,000)
OVCAR-5 – OVCAR-5 ovarian cancer | AID 1794783 | actives 2.9% (n = 82,000)
DU-145 – DU-145 prostate cancer. actives 4.2% (n = 81,000). AID 1794760
HCC-2998 – HCC-2998 colon cancer. AID 1794799. actives 4.7% (n = 79,000)
OVCAR-3 – OVCAR-3 ovarian cancer | actives 7% (n = 79,000)
SW-620 – SW-620 colon cancer; actives 5.2% (n = 82,000); AID 1794795
OVCAR-4 – OVCAR-4 ovarian cancer cells; AID 1794784; actives 3.7% (n = 80,000)
PC-3 – PC-3 prostate cancer cells. actives 3.9% (n = 80,000)
KM12 – KM12 colon cancer cells; actives 5% (n = 82,000)
Active calls of the source: *; / = no result given; [ ] = remark or other dose. Rule for the calls: active = growth percent below 10; inactive = the rest.

smiles	OVCAR-8	OVCAR-5	DU-145	HCC-2998	OVCAR-3	SW-620	OVCAR-4	PC-3	KM12
NS(=O)(=O)c1ncsc1-c1ccccc1	106	101	103	106	/	98	101	99	/
CCOC(=O)c1c(C(=O)c2cn(C)c3ccc(Br)cc23)c(-c2cn(C)c3ccc(Br)cc23)n(NC(=O)OC(C)(C)C)c1C	72[100 µM]	92[100 µM]	98[100 µM]	111[100 µM]	88[100 µM]	92[100 µM]	105[100 µM]	62[100 µM]	89[100 µM]
COc1cc(C=NNC(=O)c2ccc3nc(-c4c(C)nn(-c5ccccc5)c4N4CCOCC4)[nH]c3c2)ccc1O	106	111	109	115	105	104	103	100	105
CC(C)CNC(=O)C1(N2C(=O)c3ccccc3C2=O)CCCC1	105	102	110	105	118	106	113	102	109
Nc1ccc2ncccc2c1	82	92	96	121	88	70	/	74	95
COc1cc(/C=C/c2nc(Nc3ccc(S(=O)(=O)Nc4cc(C)on4)cc3)c3ccccc3n2)ccc1O	74	89	92	82	65	39	91	80	32
O=C(Nc1ccc(CN2CCOCC2)cc1)c1ccc(-c2ccc(Br)cc2)o1	97	100	111	104	104	95	/	93	100
Nc1nc(N)c2nc3c(nc2n1)CCCCCCCCCC3	40	69	54	39	82	34	62	39	61
CCC(N)(CO)CO	97	105	102	109	109	101	99	94	105
Cc1cc2oc(/C=C/c3ccc(Cl)cc3)cc(=O)c2c(C)c1Cl	104	107	114	102	108	99	109	100	107
Cn1c2c(c3ccccc31)[C@H]1C(=O)N(c3ccccc3)C(=O)[C@H]1C[C@H]2c1ccco1	92	98	103	103	97	96	87	/	99
CCOC(=O)C(NC(C)=O)/C(C)=N\Nc1ccccc1 (stereo not drawn)	102	106	115	97	93	100	122	87	101
c1ccc(-c2nn(-c3ccccc3)[n+](-c3ccccc3-c3ccccc3)n2)cc1	-33*	37	23	19	1.3*	/	22	2.6*	9.9*
COc1ccc(C2C(C#N)=C(N)Oc3n[nH]c(-c4cccs4)c32)cc1Br (stereo not drawn)	93	117	109	93	101	87	107	88	96
CCC(C)N(C)c1ccc(N(C)C(C)CC)cc1 (stereo not drawn)	88	118	127	95	103	95	96	85	114
CCNC12CCCCC1(O)Oc1ccccc12 (stereo not drawn)	98	97	109	113	105	108	100	92	105
NNS(=O)(=O)c1ccc(C(=O)O)cc1	106	101	102	114	103	103	108	105	101
O=CNc1c(Cl)cc2c(c1Cl)Cc1cc([N+](=O)[O-])ccc1-2	59	82	79	93	41	41	51	40	26
Cc1cc2c(c(C)c1Cl)C(=O)/C(=C/c1ccc(Cl)cc1)O2	94	106	106	107	100	91	90	95	93
C=C(C)COc1cc(C)c(Cl)cc1Cl	107	107	134	/	120	111	112	100	112

A draw from above in order of molecular weight, high to low.
smiles	OVCAR-8	OVCAR-5	DU-145	HCC-2998	OVCAR-3	SW-620	OVCAR-4	PC-3	KM12
COc1ccc(C2C(C#N)=C(N)Oc3n[nH]c(-c4cccs4)c32)cc1Br (stereo not drawn)	93	117	109	93	101	87	107	88	96
O=CNc1c(Cl)cc2c(c1Cl)Cc1cc([N+](=O)[O-])ccc1-2	59	82	79	93	41	41	51	40	26
CCNC12CCCCC1(O)Oc1ccccc12 (stereo not drawn)	98	97	109	113	105	108	100	92	105

Next records.
smiles	OVCAR-8	OVCAR-5	DU-145	HCC-2998	OVCAR-3	SW-620	OVCAR-4	PC-3	KM12
COc1ccc(Nc2cc(=S)nc(N)[nH]2)cc1	111	115	108	102	111	110	102	/	98
O=C1c2ccccc2C(=O)N1Cc1nnnn1-c1ccc(Br)cc1	99	99	105	110	107	98	105	92	102
CC(=O)O[C@H]1CC[C@]2(C)C3=C(CC[C@H]2C1(C)C)[C@]1(C)CC[C@H](C(CC[C@H](C)C(C)C)=C(c2ccccc2)c2ccccc2)[C@@]1(C)CC3	103	101	112	97	114	102	101	103	107
CN=S(=O)(NC(=O)c1ccc(Cl)cc1Cl)c1ccc(Br)s1 (stereo not drawn)	98	95	111	111	109	99	103	79	110
CC(C)(C)NCC(O)COc1c(Br)c(Br)c(Br)c2c1OC(C)(C)C2 (stereo not drawn)	-55*	-73*	-60*	-75*	/	-98*	15	-90*	-81*
CCOC(=O)c1c(NCC(=O)Nc2ccc([N+](=O)[O-])cc2Cl)sc(C(C)=O)c1C	106	102	118	107	118	117	106	107	113
CCOc1ccc(Nc2nc(SC)ncc2SC)cc1	102	97	101	93	111	103	/	87	94
Cc1ccc(C2=NN(C=O)C(c3cn(Cc4ccc(Cl)cc4)c4ccccc34)C2)cc1 (stereo not drawn)	93	80	106	103	101	97	84	82	103
Cc1ccc2c(c1)C(=O)/C(=C/c1cccc(F)c1)S2	103	105	111	113	/	105	100	86	101
CN(C)c1ccc(CN2CCCCC2)cc1	98	107	115	102	110	114	/	95	115
CCC(=O)Oc1cc(C(C)C)ccc1C	94	104	105	108	104	103	105	97	100
Cc1ccc(C(=O)C2CC2)c(C)c1	100	94	110	105	113	103	/	98	104
O=C(O)CCCCC(=O)SCc1ccccc1	105	102	109	116	112	108	107	92	104
CC(=O)O[C@H]1[C@H](O[C@H]2[C@@H](O)C[C@@]3(C)C(CC[C@]4(C)C3CC=C3[C@@H]5CC(C)(C)CC[C@]5(C(=O)O[C@H]5OC[C@@H](O)[C@H](O[C@@H]6O[C@@H](C)[C@H](OC7OC[C@@H](O)[C@H](O)[C@H]7O[C@@H]7O[C@@H](C)[C@H](O)[C@@H](O[C@@H]8OC[C@](O)(CO)[C@H]8O)[C@H]7O)[C@@H](O)[C@H]6O)[C@H]5O)[C@H](O)C[C@]34C)[C@]2(C)C(=O)O)O[C@H](CO)[C@@H](O)[C@@H]1O (stereo partly drawn)	106	99	130	97	114	122	91	105	124
Cc1ccc2c(c1)C(=O)N(CNc1cc(Cl)ccc1Cl)C2=O	103	99	105	100	106	97	95	101	100
O=C(Nc1ccccc1O)c1ccc(CNC(=O)c2ccccc2Nc2ccnc(C(F)(F)F)c2)cc1	47	90	90	107	81	85	79	52	85
O=C(Nc1cccc(-n2ccc3c(NC(=O)c4ccccc4)ncnc32)c1)Nc1ccc(Cl)c(C(F)(F)F)c1	26	48	42	41	26	41	64	23	12
COc1ccc(NC(=S)Nc2ccc(OC)cc2)cc1	101	129	113	113	99	103	104	104	97
CCOC(=O)C1=C(C)NC(=O)NC1CCc1ccccc1 (stereo not drawn)	100	94	113	100	112	106	103	105	104
O=C(NCCCl)Nc1ccc(Cl)cc1	95	101	111	109	117	97	86	79	107
c1ccc([C@H]2O[C@@H]2c2ccccc2)cc1	100	97	109	111	112	106	94	91	106
CC1CC2CCCCC2CC1=O (stereo not drawn)	98	108	114	111	110	101	102	92	105
CCCCCc1ccc(S(=O)(=O)Nc2ccc3nc(NC(C)=O)oc3c2)cc1	88	84	93	99	73	89	49	81	88
NS(=O)(=O)c1ccc(Nc2ncc3c(n2)CC(c2ccccc2)CC3=O)cc1 (stereo not drawn)	102	105	110	106	115	109	105	97	101
CCOc1ccc(NC(=O)NCCN2CCN(C(=O)Nc3ccc(OCC)cc3)CC2)cc1	97	101	109	106	115	103	/	97	108
Cc1nn(-c2ccccc2)c2nc(CCl)[nH]c(=O)c12	102	112	84	108	91	85	110	102	53
COc1cc(C2NC(=O)NC(C)=C2C(=O)OC(C)C)ccc1O (stereo not drawn)	127	112	108	106	106	103	113	103	107
N#CC(C#N)=C1NCCO1	97	100	105	102	102	98	103	90	98
COc1cc(/C=N/NC(=O)c2ccc(OCc3nc4ccc(C)cc4[nH]3)cc2)cc(OC)c1OC	-31*	88	62	65	29	41	72	50	57
CC1OC2CC(=O)OC2C2=C1C(=O)c1c(O)cccc1C2=O (stereo not drawn)	-15*	-75*	-98*	-97*	-98*	-76*	-98*	-35*	25
Cc1oc(-c2ccccc2Cl)cc1C(=O)Nc1ccccc1	103	99	109	103	117	104	78	97	99
CC(CN(C)C)Oc1ccccc1NC1=C(Cl)C(=O)C(Nc2ccccc2OC(C)CN(C)C)=C(Cl)C1=O (stereo not drawn)	-85*	-72*	-99*	-87*	-96*	-66*	-98*	3.5*	-1.2*

As a working copy, some entries already given.
smiles	OVCAR-8	OVCAR-5	DU-145	HCC-2998	OVCAR-3	SW-620	OVCAR-4	PC-3	KM12
O=C(Nc1cccc(-n2ccc3c(NC(=O)c4ccccc4)ncnc32)c1)Nc1ccc(Cl)c(C(F)(F)F)c1	26	48	42	41	26	41	64	23	12
COc1ccc(NC(=S)Nc2ccc(OC)cc2)cc1	101	129	113	113	99	103	104	104	97
CCOC(=O)C1=C(C)NC(=O)NC1CCc1ccccc1 (stereo not drawn)	100	94	113	100	112	106	103	105	104
O=C(NCCCl)Nc1ccc(Cl)cc1	95	101	111	109	117	97	86	79	107
c1ccc([C@H]2O[C@@H]2c2ccccc2)cc1	100	97	109	111	112	106	94	91	106
CC1CC2CCCCC2CC1=O (stereo not drawn)	98	108	114	111	110	101	102	92	105
CCCCCc1ccc(S(=O)(=O)Nc2ccc3nc(NC(C)=O)oc3c2)cc1	88	84	93	99	73	89	49	81	88
NS(=O)(=O)c1ccc(Nc2ncc3c(n2)CC(c2ccccc2)CC3=O)cc1 (stereo not drawn)	102	105	110	106	115	109	105	97	101
CCOc1ccc(NC(=O)NCCN2CCN(C(=O)Nc3ccc(OCC)cc3)CC2)cc1	97	101	109	106	115	103	/	97	108
Cc1nn(-c2ccccc2)c2nc(CCl)[nH]c(=O)c12	102	112	84	108	91	85	110	102	53
COc1cc(C2NC(=O)NC(C)=C2C(=O)OC(C)C)ccc1O (stereo not drawn)	127	112	108	106	106	103	113	103	107
N#CC(C#N)=C1NCCO1	97	100	105	102	102	98	103	90	98
COc1cc(/C=N/NC(=O)c2ccc(OCc3nc4ccc(C)cc4[nH]3)cc2)cc(OC)c1OC	-31*	88	62	65	29	41	72	50	57
CC1OC2CC(=O)OC2C2=C1C(=O)c1c(O)cccc1C2=O (stereo not drawn)	-15*	-75*	-98*	-97*	-98*	-76*	-98*	-35*	25
Cc1oc(-c2ccccc2Cl)cc1C(=O)Nc1ccccc1	103	99	109	103	117	104	78	97	99
CC(CN(C)C)Oc1ccccc1NC1=C(Cl)C(=O)C(Nc2ccccc2OC(C)CN(C)C)=C(Cl)C1=O (stereo not drawn)	-85*	-72*	-99*	-87*	-96*	-66*	-98*	3.5*	-1.2*
